PPC-1+TRAIL kill – compounds killing PPC-1 cancer cells with TRAIL present (potentiator screen, no TRAIL-free arm) | 220,000 tested, 0.41% active | PPC-1 cells + TRAIL, ATPLite viability luminescence | AID 1443 | cell killing (% activity), % at 4 µM;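 active = cell killing above 50% in the first pass at 4 µM, then a duplicate retest at 5 µM averaging 50% or more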;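 also: plate controls were cells with TRAIL plus DMSO for no effect and medium-only wells lacking cells for full effect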
TRPML3 ag – activates the human TRPML3 channel; 220,000 tested, 0.29% active; activation, % at 3 µM; HEK293 TRPML3-YFP, Fluo-8 calcium fluorescence; 100% = the carbachol control signal; AID 1448;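 active = activation above its plate's cutoff, the mean activation of the plate's test wells plus 3 SD, cut at about 12% in these data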;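 also: 0% = DMSO only wells and 100% = carbachol wells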
Target sequence (Q8TDD5 whole entry, looked up): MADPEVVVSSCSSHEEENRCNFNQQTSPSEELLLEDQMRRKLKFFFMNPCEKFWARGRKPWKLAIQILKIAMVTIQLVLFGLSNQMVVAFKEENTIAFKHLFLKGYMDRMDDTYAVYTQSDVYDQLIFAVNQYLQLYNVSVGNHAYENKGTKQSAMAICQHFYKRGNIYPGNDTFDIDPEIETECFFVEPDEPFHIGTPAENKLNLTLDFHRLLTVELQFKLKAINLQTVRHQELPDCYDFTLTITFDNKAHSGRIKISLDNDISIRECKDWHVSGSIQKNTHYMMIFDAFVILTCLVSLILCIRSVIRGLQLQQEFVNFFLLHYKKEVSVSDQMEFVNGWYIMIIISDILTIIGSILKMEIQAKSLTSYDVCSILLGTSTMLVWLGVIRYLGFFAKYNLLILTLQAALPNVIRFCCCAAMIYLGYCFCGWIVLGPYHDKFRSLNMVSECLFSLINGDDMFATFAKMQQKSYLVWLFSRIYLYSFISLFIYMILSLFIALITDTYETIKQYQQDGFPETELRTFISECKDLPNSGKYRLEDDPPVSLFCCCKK
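system = HEK293 cells stably carrying human TRPML3-YFP | doses = one concentration, 3 µM nominal, 0.3% DMSO | timing = dye loading 1 h 37 °C then 30 min ambient, 125 s read | detection = Fluo-8 calcium dye fluorescence, ex 470-495, em 515-575 nm | benchmarks = high control carbachol 87 µM, low control DMSO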
Runt-SMMHC FRET – blocks binding of human RUNX1 Runt domain to CBFb-SMMHC; Q01196+Q13951; 220,000 tested, 0.74% active; inhibition, % at 20 µM; Cerulean-Runt/Venus-CBFb-SMMHC FRET ratio 530/480, 1 h;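 active = mean inhibition across duplicate retests at 20 µM reaching about 50%, limit read from the data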;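 also: 0% = DMSO wells and 100% = wells with excess untagged CBFb-SMMHC; inhibitors lower the FRET ratio by blocking Runt binding to CBFb-SMMHC; some results filed as inactive read as strong as hits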
EBV gp42 inh – blocks Epstein-Barr virus glycoprotein 42 binding; Q1HVG2; Fluorescence polarization binding assay, mP read-out; inhibition, % (tested at 21.74 µM); 220,000 tested, 0.42% active; in the data active = inhibition above about 50%
TRPN1 ag – agonists of zebrafish TRPN1 channel. AID 1424. 220,000 tested, 0.18% active. activation, % at 3 µM. HEK293 zebrafish TRPN1-YFP, Fluo-8 calcium fluorescence; 100% = response to 87 µM carbachol;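 active = activation above its plate's cutoff, the mean activation of test wells on that plate plus 3 SD, cut at about 19% in these data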;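 also: 0% = DMSO alone and 100% = 87 µM carbachol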
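Assay system: Zebrafish TRPN1-YFP in HEK293 cells | Incubation: Dye loading 1 h at 37 °C, then 30 min room temperature | Measured by: Kinetic Fluo-8 fluorescence, ex 470-495, em 515-575 nm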
CHOP inhibitor – inhibitors of CHOP induction in ER stress response; CHO-K1 CHOP-promoter luciferase, tunicamycin-induced, 15-18 h; inhibition, % at 10 µM; 220,000 tested, 3.8% active; AID 2732;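 active = compounds that reduced the stress-induced luciferase reporter signal by more than about 70% of percent inhibition, limit read from the data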;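 also: 0% = tunicamycin plus vehicle and 100% = wells without tunicamycin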
Mdm2 ligase inh – Mdm2 E3 ligase (human) inhibition; cell-based MDM2 ubiquitination luciferase reporter, 2 h; 0 = plate control, 100 = twice control, blank-subtracted; Q00987; signal enhancement, % at 5 µM; 210,000 tested, 0.11% active; AID 1230;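 active = signal enhancement of 30% or more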;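 also: luminescence tracks abundance of the self-degrading MDM2-luciferase fusion protein; higher signal means inhibition of MDM2 E3 ligase activity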
Target sequence (Q00987 whole entry, looked up, the tested form may be a part): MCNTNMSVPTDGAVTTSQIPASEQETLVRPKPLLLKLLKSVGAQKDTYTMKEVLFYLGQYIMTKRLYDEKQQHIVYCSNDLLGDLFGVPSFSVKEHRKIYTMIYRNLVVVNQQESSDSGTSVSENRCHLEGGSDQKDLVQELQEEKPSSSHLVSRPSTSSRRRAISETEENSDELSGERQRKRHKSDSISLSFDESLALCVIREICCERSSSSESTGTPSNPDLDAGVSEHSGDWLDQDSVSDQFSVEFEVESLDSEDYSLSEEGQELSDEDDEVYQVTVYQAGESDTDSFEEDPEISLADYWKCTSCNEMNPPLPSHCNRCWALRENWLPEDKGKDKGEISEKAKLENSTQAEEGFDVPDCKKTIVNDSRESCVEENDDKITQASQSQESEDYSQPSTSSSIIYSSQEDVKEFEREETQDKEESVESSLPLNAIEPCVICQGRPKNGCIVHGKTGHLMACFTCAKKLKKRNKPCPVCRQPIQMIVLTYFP
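Test system: mammalian cells stably expressing self-ubiquitinating, self-degrading MDM2 E3–luciferase fusion; Amount: 2000 cells in each well; Medium: DMEM; Schedule: 4 h settle plus 2 h compound, 37 °C; Technique: SteadyLite luciferase luminescence after 15 min room-temperature reagent incubation; Benchmarks: plate control and blank wells.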
p47phox inh – inhibitors of human p47phox binding. p47phox/p22phox peptide binding, fluorescence polarization, 2 h. 220,000 tested, 0.53% active. inhibition, % at 24.7 µM;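 active = inhibition above about 30%, limit read from the data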;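 also: 0% = p47phox with labelled peptide and 100% = labelled peptide alone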
TNF necrop inh – blocks TNF-alpha induced death of Jurkat FADD-/- cells; activation (protection from cell death), % at 10 µM; Jurkat FADD-/- TNF necroptosis rescue, ATP luminescence, 24 h; 0 = TNF only, 100 = no-TNF cells; 220,000 tested, 0.068% active;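 active = activation, meaning protection from cell death, of at least 50% relative to plate controls; inactive = activation below 50%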;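 also: necroptosis triggered by 40 ng/mL TNF-alpha added together with compound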
* hit, by the source's call; nt = no result given.

SMILES	PPC-1+TRAIL kill	TRPML3 ag	Runt-SMMHC FRET	EBV gp42 inh	TRPN1 ag	CHOP inhibitor	Mdm2 ligase inh	p47phox inh	TNF necrop inh
Cc1noc(C)c1C(=O)OCC(=O)NC(c1ccccc1)c1ccccc1	12.4	-0.3	-3.5	-9.2	-2.2	5.2	-8.7	-8.2	-3.4
O=C1NC(=Nc2ccc(Cl)cc2)/C(=C/c2ccco2)S1	4.7	1.1	-253.8	61.7*	0.7	55.9	-2.4	-14.0	1.8
Cc1onc(-c2ccc(Cl)cc2Cl)c1-c1csc(N/N=C/c2ccccc2Cl)n1	9.8	0.9	1.3	-8.3	0.2	-9.5	-11.4	-0.4	-4.6
O=C(NCc1cccnc1)c1ccc(Br)s1	9.8	0.6	-0.3	-7.8	1.1	3.7	nt	-0.5	5.9
C=CCOc1c(Br)cc(CNn2cn[nH]c2=S)cc1OC	29.8	0.5	6.7	-4.6	0.3	8.0	-11.2	-2.7	-1.1
Fc1cccc(Cl)c1Cn1nnc2c(N3CCC4(CC3)OCCO4)ncnc21	5.6	0.7	-0.6	-3.5	0.6	14.6	6.2	-8.6	0.3
CCOc1cccc(C(=O)N(Cc2ccc(F)cc2)C2CCS(=O)(=O)C2)c1 (centres undefined)	16.6	0.8	1.8	-8.5	0.8	18.5	-13.9	-1.9	-0.5
O=C1NC(=O)/C(=C\c2ccc(Oc3ccc([N+](=O)[O-])cn3)cc2)S1	9.9	0.6	-2.3	-19.9	-0.3	41.9	-22.0	-0.5	3.6
COC(=O)c1ccccc1NC(=O)C(C)Oc1ccccc1 (centres undefined)	10.1	-0.3	-1.3	-15.4	-2.5	43.9	3.1	-7.3	-2.1
Cc1ccc(-n2cccc2C(=O)NS(=O)(=O)c2ccc(C)cc2)cc1	15.9	0.6	-3.3	-10.8	1.5	-0.8	-33.4	-9.8	1.0
O=C(CCCCl)Oc1ccc2cc(-c3ccc4ccccc4n3)c(=O)oc2c1	15.3	1.3	85.5*	-22.5	1.5	-6.3	nt	-16.3	0.1
O=[N+]([O-])c1ccc(N=Cc2sc3ccccc3c2O)cc1	32.1	2.1	104.9*	13.2	0.1	31.3	-50.2	-47.9	-1.7
CCS(=O)(=O)c1ccc(O)c(NC(=O)COc2ccc(Br)cc2)c1	8.9	0.2	1.3	-7.0	2.4	2.8	-10.3	-7.7	0.5
Cc1ccc(S(=O)(=O)c2ccc(Cl)cc2)cc1S(=O)(=O)N1CCN(C)CC1	8.8	2.4	0.2	-13.3	3.4	12.0	0.4	-8.3	1.3
Fc1ccccc1-c1nc(NCCCN2CCOCC2)c2ccccc2n1	9.4	0.1	2.3	47.7	-0.1	-29.8	-10.7	-4.6	-4.7
Cc1nnc2n(C3CCCCC3)c(=O)c3c4c(sc3n12)CCC4	-16.0	0.6	1.9	-38.4	0.1	-4.4	-14.6	-9.2	0.3
COCc1nnc(NC(=O)CS(=O)(=O)Cc2ccccc2)s1	13.9	0.3	1.0	-12.8	2.1	17.6	8.6	-13.5	-1.0
O=C(NCc1ccco1)C1CCN(Cc2ccc(F)cc2)CC1	1.8	0.3	-2.5	-7.0	0.5	15.2	-8.3	-0.9	1.6
Cc1ccc(CNC(=O)CC2C(=O)Nc3c2c(=O)n(C)c(=O)n3Cc2ccccc2)cc1 (centres undefined)	10.3	0.0	-1.1	-25.7	-0.8	4.0	-8.4	-9.4	-0.7
CCN1CCCC1CN(Cc1cc2ccc(C)cc2[nH]c1=O)C(=S)Nc1ccccc1C(=O)OC (centres undefined)	11.5	1.2	3.6	-4.1	0.7	14.2	3.0	-15.6	1.7
CC(=O)c1c(C)[n+]([O-])c2ccc3c(non3O)c12	1.4	-0.3	-0.8	-3.5	0.1	4.7	-19.0	-1.7	0.4
CS(=O)(=O)N1CCC(C(=O)NCc2ccc(Cl)cc2Cl)CC1	nt	0.4	2.7	0.2	1.7	-12.3	-0.4	13.6	1.4
COc1ccccc1Oc1ccccc1[N+](=O)[O-]	16.2	-1.7	-4.4	-17.6	-3.8	4.4	-1.0	0.0	-3.3
CC1=C(C(=O)Nc2ccccc2)C(c2ccc(O)cc2)N2C(=O)CSC2=N1 (centres undefined)	7.3	0.7	-0.4	-3.1	0.0	1.5	-16.1	-5.0	-0.3
Cc1noc(NS(=O)(=O)c2ccc(N)cc2)c1C	-1.1	0.6	2.3	-10.6	1.1	15.0	nt	-7.8	2.7
C1=CC2CCC1ON2c1ccccc1 (centres undefined)	5.4	0.5	1.9	16.9	1.2	12.2	5.1	-2.1	0.9
Cc1c(/C=N\NC(=O)c2cccc(F)c2)cnn1C	13.5	-0.5	1.2	-1.9	1.0	29.7	-86.5	5.7	1.0
NC(=O)CC(NC(=O)Cc1ccc(Cl)cc1)c1ccc(NC2CCCCC2)c([N+](=O)[O-])c1 (centres undefined)	4.8	nt	-1.3	-24.5	nt	16.7	25.2	-9.3	10.7
COc1ccc(CCNC(=O)c2nonc2N)cc1OC	4.0	0.7	8.9	-6.5	-0.1	-8.8	-8.8	-0.1	0.6
CCCN1CNc2c(c(=O)[nH]c(=S)n2-c2ccccc2Cl)C1	12.9	0.0	-1.7	0.6	-0.4	12.1	2.0	4.2	2.8
Cn1c(=O)c2c(nc(N3CCN(C(=O)c4ccco4)CC3)n2CCSc2ncccn2)n(C)c1=O	3.2	-0.8	2.9	-0.6	0.1	18.1	-10.0	nt	1.4
CCCC[C@@H]1CNC(=O)C(=O)N1CCCc1cc(OC)c(OC)c(OC)c1	17.8	nt	-4.4	-19.4	nt	18.5	-22.9	-0.9	2.5
Cc1onc(-c2ccccc2)c1C(=O)N1CCN(CCc2ccccc2)CC1	10.2	0.1	-2.9	-8.3	-1.0	-9.4	6.2	-18.2	-0.4
Cc1cc(NC(=O)c2cc(-c3ccco3)on2)n(-c2ccccc2)n1	10.4	0.7	-1.9	-6.0	-0.2	15.5	10.3	-24.4	-0.6
COc1ccc2[nH]c3c(NCCCN4CCCC4=O)ncnc3c2c1	-6.5	-0.3	-0.3	-17.7	-0.8	-9.8	-2.7	-34.9	1.2
COc1ccc(N(C)C(=O)c2ccc3c(c2)nnn3C)cc1	-13.1	0.8	4.0	-8.6	1.0	-5.0	3.6	-5.5	0.5
Cc1cc(NC(=O)c2cc(-c3ccco3)on2)nn1Cc1ccc(Cl)cc1	4.9	2.1	-14.7	-38.7	1.7	54.9	-13.0	-58.2	-9.6
N#Cc1c(N2CCN(c3ccc(F)cc3)CC2)nc(N)c2c(N)nc3c(c12)CC(=O)N3C1CC1	21.9	0.2	-88.8	-3.6	1.0	28.9	-9.4	-0.3	0.6
COC(=O)c1sc(NC(C)=O)c(C(=O)OC)c1C	17.8	0.8	-2.3	0.4	1.4	17.2	-14.0	3.3	-2.5
O=C(Nc1ccc(F)cc1F)C1(c2cccs2)CCOCC1	15.2	0.2	-2.2	-2.9	0.7	0.0	0.1	-14.3	0.1
COc1cc(NCCCC(C)N)c2ncccc2c1 (centres undefined)	nt	0.4	nt	-20.6	0.9	5.5	-24.2	9.6	-4.6
CC(C)(C)OC(=O)N1CCC2(CC1)Oc1ccc(F)cc1C(=O)C21CC(c2cccnc2)=NO1 (centres undefined)	28.4	nt	0.3	-11.3	nt	10.5	3.1	-9.8	1.0
Cc1ccc(-n2ncc3c(NCc4ccccn4)ncnc32)c(C)c1	12.8	0.0	-1.1	-18.2	-0.3	16.0	-14.5	-12.0	-1.7
CCCN=C(N)/C(C(=O)OCC)=C(\O)c1ccc(OC)cc1	17.1	-0.3	-6.4	-23.3	0.2	7.9	-12.8	-3.3	-1.3
CC(C)(C)NC(=O)NC(=O)CN1CCN(c2ccccc2)CC1	-11.5	-0.5	-0.5	-13.1	-0.3	5.2	-24.2	-6.0	-0.1

Ordered by value in CHOP inhibitor (high to low): 3 from the list above
molecule	CHOP inhibitor
Cc1ccc(-n2ncc3c(NCc4ccccn4)ncnc32)c(C)c1	16.0
Cc1cc(NC(=O)c2cc(-c3ccco3)on2)n(-c2ccccc2)n1	15.5
CCCN=C(N)/C(C(=O)OCC)=C(\O)c1ccc(OC)cc1	7.9

Later entries
SMILES	PPC-1+TRAIL kill	TRPML3 ag	Runt-SMMHC FRET	EBV gp42 inh	TRPN1 ag	CHOP inhibitor	Mdm2 ligase inh	p47phox inh	TNF necrop inh
CCN(CC)c1ccc([C@H]2[C@@H]3CCCC[C@]3(O)CCN2CC(=O)NCc2ccco2)cc1	26.0	0.0	0.8	-4.7	0.4	8.4	nt	-15.6	3.0
O=C(C1CCCO1)N1CCN(C(=S)Nc2cccc(Cl)c2)CC1 (centres undefined)	0.1	0.5	-3.6	-18.3	0.7	17.4	2.5	-1.9	1.0
Cc1ccc(CCNC(=O)C23CN(Cc4ccccc4)CC2C(c2cccc([N+](=O)[O-])c2)=NO3)cc1 (centres undefined)	-1.4	1.1	-7.9	-4.6	0.3	-9.5	-4.5	-9.3	-3.3
Cc1nc2ccccc2n1CCN1CCOCC1	28.0	1.1	-2.9	-7.8	0.5	12.6	-7.1	-7.0	0.4
COc1ccc(OC)c(-c2[nH]nc3c2C(c2ccco2)C(C#N)=C(N)O3)c1 (centres undefined)	-15.9	0.7	-1.0	-13.1	-0.6	0.9	nt	-99.1	-3.4
CCNC(=O)CC1C(=O)N(c2ccccc2)C(=O)N1CCc1ccc(OC)cc1 (centres undefined)	6.1	0.0	2.1	-11.2	0.6	14.6	5.8	-4.0	0.0
CCOC(=O)N1CCN(C(=O)CCCOc2ccccc2)CC1	15.2	-0.7	2.5	4.0	-1.8	-18.8	-0.9	-3.6	-2.4
Cc1nn(Cc2cccc(C(=O)Nc3ccn(Cc4ccccc4F)n3)c2)c(C)c1[N+](=O)[O-]	32.0	0.6	-0.9	-19.0	-0.8	4.9	-15.2	-13.0	-1.6
Cc1cccc2c(=O)cc(C(F)(F)F)[nH]c12	-0.7	2.9	-2.4	-9.1	5.9	17.6	-5.3	-4.0	3.1
O=S(=O)(c1ccccc1)N1CCN(C(=S)NCCCN2CCOCC2)CC1	7.7	1.0	2.9	6.8	0.5	2.6	-9.1	-5.4	1.2
COc1ccccc1CNC(=O)c1cn(C)c2ccc(S(=O)(=O)N3CCCCC3)cc2c1=O	20.2	0.1	-1.5	-1.9	1.4	22.8	-0.4	0.7	1.6
c1cnc2nc(-c3ccc4c(c3)OCO4)cn2c1	26.3	0.6	0.8	8.2	0.7	3.1	-22.1	10.1	-1.8
Cc1ccc(-c2nnn(CC(=O)N(CC3CCCO3)C(C(=O)NC3CCCCC3)c3ccc(F)cc3)n2)o1 (centres undefined)	16.7	0.2	0.6	-28.4	-1.1	42.8	-1.9	-20.2	-0.1

Compound activity deposited in PubChem BioAssay by several laboratories.
